Screens (PubChem)
Pf Dd2 inh: Plasmodium falciparum Dd2 growth inhibition; P. falciparum Dd2 growth, SYBR Green, 72 h; Potency, µM (titrated, usually from 28.9 µM), without a hit: at the top dose activity, negative = inhibition, hits mostly inhibitors; actives 4.3% (n = 120,000); AID 1347417; active = well fitted inhibition curve with a large enough effect; inconclusive = small, poorly fitted or top-dose-only effect; inactive = no such curve, though single readings can be large or run the other way;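 also: plate controls were DMSO vehicle for no effect and reference drug for full effect; nearly all actives have a fitted effect of over 65% in size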
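Readout: SYBR Green fluorescence, 485 nm excitation, 535 nm emission, after ~16 h lysis at 37C. Before that, Dd2-infected red cells (2.5% hematocrit) grew 72 h with compound, 29 uM top final concentration.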
An asterisk follows results filed as active; i = inactive; ? = inconclusive; [ ] = dose if it differs, or a comment. Potency is read from the fitted curve at half-maximal effect. Some of the compounds tested. The share of hits here may be higher or lower than overall.

SMILES	Pf Dd2 inh
Cc1sc2ccn(Cc3ccc(F)cc3)c(=O)c2c1C(=O)NCCCN1CCOCC1	-11%
COc1ccc(OC)c(CNC(=O)Cn2nc(C)c3nn(-c4ccc(Cl)cc4)c(C)c3c2=O)c1	i
CN(CCc1ccccn1)c1ncccc1CNC(=O)C1CCc2ccccc21 (stereo unspecified)	i
Cc1ccc(NC(=O)N2CCC(CN3CCCCC3)CC2)c(Cl)c1	-11%
COc1cccc(CNC(=O)CSc2nc3ccccc3nc2Cc2ccc(C)cc2)c1OC	10%
COc1ccc(-c2cc(C(=O)NCc3ccnc(N)c3)c3c(c2)ncn3C)cc1	i
CN1C[C@@H](NC(=O)Nc2ccccc2)C[C@H]1c1nc(-c2cnccn2)no1	38%[44.1 µM]
O=C(NCc1c[nH]c2ncccc12)c1ccc(F)cc1	0%[44.1 µM]
COc1ccc(O[C@H]2COCCN(S(=O)(=O)c3ccc(OC)cc3)C2)cc1	?
Cc1nc(C(F)(F)F)nc(N2CCN(C3CCCC3)C(CCO)C2)c1C (stereo unspecified)	?
O=C(Cn1cnc2c(oc3ccccc32)c1=O)Nc1ccc(F)cc1F	-10%
Cc1ccc(Cc2c(C)nn(-c3nc(C)c(C(=O)N4CCCCC4C)s3)c2C)cc1 (stereo unspecified)	3%
CCOc1cc(=O)n2c(c1C(=O)Nc1cccc(C(=O)OC)c1)CCCC2	46%[activator]
Cc1ccc(-n2ncc3c(NCc4ccccc4)ncnc32)cc1C	?
COc1ccc(S(=O)(=O)N2CCC(C)(C(=O)O)CC2)cc1	7%
CCc1ccccc1NC(=O)CSc1nnc(-c2ccc(OC)cc2)s1	-6%
CC(C)(C)c1ccc(C(=O)Nc2nc3c(s2)C[C@@H]2[C@](C)(CO)[C@H](O)CC[C@@]2(C)[C@@H]3CC(=O)N2CCC(C(N)=O)CC2)cc1	11µM*
Cc1ccc2nc(NC(=O)COc3ccc(F)cc3)sc2c1	30%[activator]
COc1cccc(Cn2cc(C(=O)c3ccc(Cl)cc3)c(=O)c3ccccc32)c1	14µM*
O=C(C1CC1)N1CCC(N2CC(OCC3CC3)C23CCOCC3)CC1 (stereo unspecified)	?
COC[C@@H]1CN(C(=O)COc2ccccc2)C[C@H]1C(N)=O	7%
CCOc1ccc(N(Cc2ccccc2)C(=O)c2nc(SC)ncc2Cl)cc1	?
COc1ccc(NC(=O)c2cccc3c2CCN3C(=O)c2ccc(F)cc2)c(OC)c1	?
CCOCC(=O)N1[C@@H]2CC[C@H]1CC(NC(=O)c1cnc(C)cn1)C2 (stereo partly specified)	-8%
CC(C)(C)NC(=O)N1CCCOCCNC(=O)[C@@H]2CCC[C@@H]21	3%
COC(=O)C[C@H]1CN(C(=O)OC(C)(C)C)CCN1	8%[44.1 µM]
CC1(C)[C@H](Cc2cc(CCO)on2)C[C@@H]1NCc1ccco1	-27%[44.1 µM]
O=C1NCCCCCCN(C(=O)CCc2ccccc2)[C@H]2C[C@H](c3nc(-c4cnccn4)no3)C[C@@H]12	?
CC(C(=O)NCCc1cccnc1)C1CCOCC1 (stereo unspecified)	37%[activator]
CCn1ccc(C(=O)N2CCC3(CCC3NC(=O)COC)CC2)n1 (stereo unspecified)	10%
CN(C)c1ccc(CN2CC[C@H](c3nc4ncccc4[nH]3)C2)cc1	?
CCN(Cc1ccccc1)C(=O)CC1CCCN(c2cnn(CC)c(=O)c2)C1 (stereo unspecified)	-17%
O=C1COC[C@H]([C@H](O)c2ccc(NC(=O)c3ccnc(Cl)c3)cc2)N1	16%[44.1 µM]
COCCC(=O)N1CCC(N2CC3CC(C2)[C@H]2CCCC(=O)N2C3)CC1 (stereo partly specified)	-9%
Cc1ccc(C2=NC3(CCN(C(=O)c4ccccc4C)CC3)ON2)cc1	6.3µM*
Fc1ccccc1N1CCN(Cc2nnc(-c3ccc4c(c3)OCO4)o2)CC1	46%[activator][0.594 µM]
CC(=O)N1CCc2c(sc3c2c(=O)n(CCc2ccccc2)c(=O)n3Cc2cccc(C)c2)C1	?
CCc1nc2c(c(-c3ccc(Cl)cc3)n1)CCN(Cc1ccns1)CC2	?
CCc1cccc(CC)c1NS(=O)(=O)c1ccc2c(c1)CCN2C(=O)C1CC1	-14%
O=C(Nc1ccc2n(c1=O)C[C@H]1C[C@@H]2CN(c2ncccn2)C1)c1ccccc1	6%[44.1 µM]
COC(=O)c1cc2c(cc1NC(=O)c1cnn(-c3ccccc3)c1-n1cccc1)OCO2	16%
CC1(C(=O)NCc2cnccn2)CCc2cnc(NCc3ccccc3)nc21 (stereo unspecified)	14%[44.1 µM]
Fc1ccc(CN2CC[C@H](c3nnc(-c4ccc(Cl)cc4)o3)C2)cc1	i
N#Cc1cccc(NC(=O)c2ccc3c(c2)N(Cc2cccc(Cl)c2)C(=O)c2ccccc2S3(=O)=O)c1	2.2µM*
CSCC(=O)Nc1ccc2n(c1=O)C[C@H]1C[C@@H]2CN(C(=O)CSCC(=O)O)C1	1%[44.1 µM]
O=C1NC2(CCN(CC3CCCC3)CC2)Oc2ccccc21	?
Cc1cc(CNC(=O)c2cc(-c3cccnc3)cc3c2OCCN3C)no1	i
COc1ccc(CN2C(=O)[C@@H]3C[C@@H](CN3C3COC3)Oc3ccccc32)cc1	?
O=C(C1CCC(CNS(=O)(=O)c2cccs2)CC1)N1CCN(c2ccc(Cl)cc2)CC1 (stereo unspecified)	13µM*
CCCC(CCC)C(=O)NC1CC(=O)N(c2ccc3c(c2)OCCO3)C1 (stereo unspecified)	24%
CCN1CCN(CCNC(=O)CN2CCCc3nc(C4CC4)ncc3C2=O)CC1	-25%
CCC(C)NC(=O)CN1CN(c2ccccc2)C2(CCN(C(=O)c3cccc(OC)c3)CC2)C1=O (stereo unspecified)	-15%
O=C(CCc1nc(C2CCOC2)no1)NC1CCCCCCC1 (stereo unspecified)	23%
CC(=O)c1ccc(NC(=O)CC2Sc3ccccc3NC2=O)cc1 (stereo unspecified)	i
COc1cccc(C(=O)Nc2ccc3nc(SCC(=O)N(C)c4ccccc4)sc3c2)c1	i
COc1ccc(-c2noc([C@@H]3CCCN3C(=O)c3cccc(C)c3)n2)cc1	-7%
O=C(C1CCCC1)N1CC2(CCN(CC3CC3)CC2)Cc2ccccc21	?
COc1ccc(C(=O)N2CCC3(CC2)NCCc2c3[nH]c3ccccc23)cn1	?
O=C(Nc1ccccc1C(F)(F)F)c1ncoc1-c1ccco1	17%
COCCc1nn2c(=O)cc(COC(=O)c3ccco3)nc2s1	62%[activator]

Following part
SMILES	Pf Dd2 inh
O=C(CSc1oc(-c2ccccc2)nc1S(=O)(=O)c1ccc(Br)cc1)NC1CCCCC1	29%
CC1=C[C@@H](CNS(=O)(=O)c2cccs2)[C@H](C(C)C)C[C@H]1CC(=O)NCCN1CCOCC1	-12%
O=C(c1cccc(-c2cccc(-n3cnnc3)c2)c1)N1CCCCC1	-15%
Cc1cc(-c2ccc(C)c(S(=O)(=O)N3CCC(C)CC3)c2)on1	i
O=C(COc1ccc(F)cc1)N1CC(c2noc(COc3ccccc3)n2)C1	?
CCOc1ccc(CNC(=O)c2oc3c(c2C)-c2nn(Cc4cccc(Cl)c4)cc2CC3)cc1	11µM*
CCc1ccc(CN2CCC3(CC2)CN(C(C)=O)CC3COC)cc1 (stereo unspecified)	-7%
Cc1cccc(CC(=O)N2CCCn3cc(-c4cccc(C#N)c4)nc32)c1	-20%
O=C(c1ccccc1OCC1CCCN(Cc2ccsc2)C1)N1CCCC1 (stereo unspecified)	-3%
COC[C@@H]1CN(S(=O)(=O)c2ccccc2)C[C@H]1c1ccncc1	24%
COc1ccc(C(=O)N2c3ccccc3C(C)(c3ccc(Cl)cc3)CC2(C)C)cc1 (stereo unspecified)	?
CCOCc1cc(CN2CCN(c3cccc(C(F)(F)F)c3)CC2)c(O)c2ncccc12	2.8µM*
CCOC(=O)c1cc(-c2ccccc2)n(CCC(=O)Nc2ccc(C)cc2Cl)c1C	-47%
COCC(=O)N1CC[C@H]2COC(=O)N2c2cc(F)ccc2C1	7%[44.1 µM]
O=C1CC(c2ccccc2)N(C(=O)CNS(=O)(=O)Cc2ccccc2)CCCCCN1 (stereo unspecified)	-5%
CCC(=O)N1CCc2cc(S(=O)(=O)NC(Cc3ccccc3)C(=O)NCc3cccc(OC)c3)ccc21 (stereo unspecified)	-4%
COc1ccc(OC)c(C2CC(=O)Nc3c2c(=O)n(C)c2ncnn32)c1 (stereo unspecified)	6%
CNC(=O)N1CCc2nc(N(C)C)[nH]c(=O)c2CC1	22%[5.79 µM]
COCCNC(=O)Cn1c(=O)n(Cc2ccc(C(=O)NCCc3ccc(OC)c(OC)c3)cc2)c(=O)c2ccccc21	-16%
CCn1c(=N)c(C(=O)NC2CCCCC2)cc2c(=O)n3cccc(C)c3nc21	?
Cn1nc(-c2ccccc2)cc1[C@H]1CN2CC[C@H]1C[C@@H]2CNS(C)(=O)=O	-7%[44.1 µM]
O=C(c1ccccc1C(F)(F)F)N1C[C@@H](CO)[C@H](c2ccccn2)C1	18%
CC(=O)N1Cc2ccccc2CC2(CCCN2Cc2ccccc2)C1 (stereo unspecified)	-8%
COCc1cc(=O)n(CC(=O)Nc2cccc(F)c2)c(N2CCOCC2)n1	i
Cc1csc2nc(-c3ccc(NS(=O)(=O)c4cc(F)ccc4F)cc3)cn12	9%
Cc1ccccc1NC(=O)N1CCc2cc(S(=O)(=O)N3CCC(C)CC3)ccc21	2%
O=C(O)c1cccc(C(=O)N2C[C@@H]3C[C@H](C2)c2ccc(NC(=O)c4cccs4)c(=O)n2C3)c1	16%
O=C1CO[C@H]2CCN(Cc3ccccc3Cl)CC[C@@H]2N1c1ccccc1	-20%[44.1 µM]
Cc1cn2nc(C(=O)NCCCc3ccccc3)cc2c(N2CCSCC2)n1	-5%
O=C(C1CC1)N1CCc2nc(C3CC3)nc(-c3ccc(Cl)cc3)c2C1	-1%
CCc1noc(-c2cn(C3CCN(C(=O)c4ccc[nH]4)CC3)nn2)n1	i
Cc1c(NC(=O)c2cc([N+](=O)[O-])ccc2N2CCOCC2)cccc1-c1nc2ccccc2o1	i
Cc1nc2ccn(Cc3cccnc3)c(=O)c2cc1C(=O)NCc1ccc(Cl)cc1	-19%
COCC(=O)NC[C@@H]1C=C(C)[C@H](CC(=O)N2CCN(C(C)=O)CC2)C[C@H]1C(C)C	i
O=S(=O)(C1CC1)N1CCn2c(nnc2-c2cncc(Br)c2)C1	24%
Cc1ccc(S(=O)(=O)N2CCc3cc(C(=O)NCCc4ccccc4)ccc32)cc1	?
Cc1cc2cc(-c3c(C)noc3C)nc(-c3ccc(CO)cc3)c2o1	i
COc1ccccc1-c1nnc([C@H]2CCN(C3CCOCC3)C2)o1	i
Cc1cc(C)c(NC(=O)C2CCN(S(=O)(=O)c3c(C)noc3/C=C/c3ccccc3F)CC2)c(C)c1	i
c1cn(C2CCSC2)c(-c2cc3n(n2)CCNC3)n1 (stereo unspecified)	0%
COc1ccc(S(=O)(=O)NC[C@H]2Cn3c(-c4ccc(F)cc4)cnc3CO2)cc1	?
CCN(CC)c1ccc(NC(=O)c2cc(C)nc3c2c(C)nn3-c2ccc(C)cc2)c(C)c1	i
O=C1CC(c2ccccc2)N(C(=O)CNC(=O)c2cccs2)CCCCCN1 (stereo unspecified)	13%
COC(=O)[C@@H]1Cc2ncn(Cc3ccc(Cl)cc3)c2CN1C(=O)c1ccco1	i
COCC(=O)N1CCNC[C@H]1C(=O)N[C@@H](Cc1ccc(OC)cc1)C(=O)OC	22%[44.1 µM]

Overlap with the part before: four entries; new compounds follow.
SMILES	Pf Dd2 inh
CCN(CC)c1ccc(NC(=O)c2cc(C)nc3c2c(C)nn3-c2ccc(C)cc2)c(C)c1	i
O=C1CC(c2ccccc2)N(C(=O)CNC(=O)c2cccs2)CCCCCN1 (stereo unspecified)	13%
COC(=O)[C@@H]1Cc2ncn(Cc3ccc(Cl)cc3)c2CN1C(=O)c1ccco1	i
COCC(=O)N1CCNC[C@H]1C(=O)N[C@@H](Cc1ccc(OC)cc1)C(=O)OC	22%[44.1 µM]
Cc1cnc(C(=O)N2C[C@@H](Oc3ccccc3)C[C@H]2C(=O)N2CCCC2)cn1	i
CC(C)OCCCNC(=O)CN1C(=O)c2ccccc2Sc2ncccc21	8%
CCN(C1CCOCC1)C1CN(C(=O)c2ccccn2)C1	19%
O=C1Cc2c(-c3cccc4ccccc34)n[nH]c2CN1Cc1ccccn1	-4%[44.1 µM]
COCCNC(=O)C(C)[C@@H]1CCc2c(C)cc(OCCOC)c(C)c2[C@@H]1O (stereo partly specified)	-15%[44.1 µM]
CCc1noc(-c2cn(C3CCN(C(=O)c4ccc(OC)c(F)c4)C3)nn2)n1 (stereo unspecified)	22%
COc1cccc(NC(=O)CSC2=Nc3ccccc3C3=NC(CC(=O)NCc4ccccc4OC)C(=O)N23)c1 (stereo unspecified)	?
COc1ccc(C2(C(=O)NC3CCc4nnc(C)n4CC3)CC2)cc1 (stereo unspecified)	35%[activator]
O=C1NCC(=O)N2CCN(C(=O)c3cnnn3-c3ccccc3)CC12 (stereo unspecified)	-4%
CC(=O)c1cccc(NC(=O)CN2C(=O)NC3(CCCCC3)C2=O)c1	1%

Looked up by compound from above:
SMILES	Pf Dd2 inh
CCc1noc(-c2cn(C3CCN(C(=O)c4ccc(OC)c(F)c4)C3)nn2)n1 (stereo unspecified)	22%
CCN(C1CCOCC1)C1CN(C(=O)c2ccccn2)C1	19%
COc1ccc(C2(C(=O)NC3CCc4nnc(C)n4CC3)CC2)cc1 (stereo unspecified)	35%[activator]
CC(C)OCCCNC(=O)CN1C(=O)c2ccccc2Sc2ncccc21	8%
O=C1Cc2c(-c3cccc4ccccc34)n[nH]c2CN1Cc1ccccn1	-4%[44.1 µM]
COc1cccc(NC(=O)CSC2=Nc3ccccc3C3=NC(CC(=O)NCc4ccccc4OC)C(=O)N23)c1 (stereo unspecified)	?
O=C1NCC(=O)N2CCN(C(=O)c3cnnn3-c3ccccc3)CC12 (stereo unspecified)	-4%
